# Screening data (PubChem)
# TAAR1 agonist: human TAAR1 agonists, primary screen, Fluo-8 calcium fluorescence, CHO RD-HGA16 cells. Trace amine-associated receptor 1 (Homo sapiens), Q96RJ0. vehicle wells 0%, saturating PEA agonist 100%. activation, % at 3 µM. 0.99% of 360,000 active. AID 624467, 2012;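 active = activation above the mean activation of all test compounds in the run plus 3 SD, cut at about 38% in these data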
# Target sequence (Q96RJ0 whole entry, looked up): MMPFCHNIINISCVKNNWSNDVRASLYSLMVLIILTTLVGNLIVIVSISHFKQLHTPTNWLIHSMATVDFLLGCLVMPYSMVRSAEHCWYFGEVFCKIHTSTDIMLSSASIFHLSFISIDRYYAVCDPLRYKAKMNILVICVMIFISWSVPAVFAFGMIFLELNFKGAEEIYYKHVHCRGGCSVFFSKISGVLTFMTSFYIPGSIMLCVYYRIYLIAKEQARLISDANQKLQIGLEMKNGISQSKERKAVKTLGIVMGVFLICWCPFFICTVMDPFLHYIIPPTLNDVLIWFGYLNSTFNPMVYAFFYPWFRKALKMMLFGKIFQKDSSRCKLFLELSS
#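 Assay system: CHO-derived RD-HGA16 cells with stable Gα16 and human TAAR1; timing: 17-24 h seeding, 75 min 37 °C dye, 30 min RT; read-out: % activation from peak over basal fluorescence ratio, DMSO-to-PEA scaled; measured by: kinetic Fluo-8 calcium fluorescence; benchmarks: low control DMSO, high control PEA (EC100); doses: 3 µM single concentration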
# CHRM1 antagonist: human M1 muscarinic receptor antagonists, primary screen, CHO-K1 cells, Fluo-8 calcium fluorescence, 1536-well; CHO-K1 hM1, ACh EC80 antagonist; 1.3% of 360,000 active; inhibition, % at 3 µM; AID 588852, 2011;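 active = percent inhibition above its own plate's cutoff, namely the mean of that plate's compound wells plus 3 SD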;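 note: peak over basal fluorescence ratio during 140 s after agonist addition; 0% = ACh EC80 plus DMSO and 100% = DMSO alone without agonist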
# Target sequence (P11229 whole entry, looked up): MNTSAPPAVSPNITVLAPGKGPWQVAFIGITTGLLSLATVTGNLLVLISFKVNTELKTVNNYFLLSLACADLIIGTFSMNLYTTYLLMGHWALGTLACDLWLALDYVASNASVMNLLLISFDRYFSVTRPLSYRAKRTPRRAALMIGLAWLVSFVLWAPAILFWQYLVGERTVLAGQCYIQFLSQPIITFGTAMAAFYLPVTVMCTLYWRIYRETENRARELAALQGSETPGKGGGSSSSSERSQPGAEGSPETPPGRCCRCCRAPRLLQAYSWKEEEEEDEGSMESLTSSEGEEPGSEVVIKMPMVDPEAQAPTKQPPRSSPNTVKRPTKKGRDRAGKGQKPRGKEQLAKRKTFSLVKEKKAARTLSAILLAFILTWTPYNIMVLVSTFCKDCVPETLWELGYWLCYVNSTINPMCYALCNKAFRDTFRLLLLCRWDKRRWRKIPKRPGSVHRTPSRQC
# CHRM1 agonist: human M1 muscarinic receptor agonists, primary screen, Fluo-8 calcium fluorescence, CHO-K1 cells, HTS | CHO-K1 hM1, agonist mode; 0% DMSO, 100% acetylcholine EC100 | activation, % at 3 µM | 0.33% of 360,000 active | AID 588814, 2011;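 active = activation above the run's mean compound activation plus 3 SD, cut at about 16% in these data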;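 note: peak over basal fluorescence ratio within a 140 s kinetic read after compound addition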
# CHRM1 PAM: human M1 muscarinic receptor positive allosteric modulators, primary screen, CHO-K1 cells, Fluo-8 calcium fluorescence, 1536-well; activation, % at 3 µM; CHO-K1 hM1, ACh EC20; 0% = ACh EC20, 100% = maximal ACh; Muscarinic acetylcholine receptor M1 (Homo sapiens), P11229; 0.088% of 360,000 active; in the data active = activation above about 19%, passing the limit was not always enough
# TAAR1 antag: human TAAR1 antagonists, primary screen, Fluo-8 calcium fluorescence, CHO RD-HGA16 cells; 1.5% of 360,000 active; inhibition, % at 3 µM; AID 624466, 2012; antagonist;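 active = inhibition above a per-plate cutoff, the mean inhibition of test compounds on that plate plus 3 SD, cut at about 49% in these data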;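 note: 0% = DMSO plus EC80 beta-PEA response and 100% = DMSO alone without agonist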
#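 Material: RD-HGA16 CHO cells with stable hTAAR1 and Gα16; Dosing: single nominal final test compound concentration of 3 µM; Schedule: seeding 17-24 h prior, 75-min 37 °C, 30-min RT dye loading; Detection: kinetic Fluo-8 calcium fluorescence measurement; Measure: % inhibition from peak post-agonist over basal fluorescence ratio; Benchmarks: vehicle and agonist controls.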
# M1 PAM parental: nonselective calcium activators in parental CHO-K1 cells, primary screen, counter-screen for M1 PAM project, cell-based, Fluo-8 calcium fluorescence, full deck, 1536-well; ATP EC20; 0% at ATP EC20, 100% at ATP max; activation, % at 3 µM; 0.02% of 360,000 active; AID 602247, 2012;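 active = activation above the run cutoff, the mean activation of all test compounds plus 3 SD, cut at about 40% in these data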;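 note: peak over basal fluorescence ratio in a 140 s read after ATP addition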
# CHO parental Ca: ATP-evoked calcium signal inhibitors, parental CHO, primary screen, counter-screen for OX1R antagonist project, cell-based, fluorescence, Fluo-8 calcium dye. parental CHO-K1, ATP-induced calcium, Fluo-8 fluorescence. inhibition, % at 5.6 µM. 0.63% of 330,000 active;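 active = inhibition above that plate's mean sample inhibition plus 3 SD, cut at about 26% in these data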;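 note: 0% = ATP-challenged DMSO wells and 100% = DMSO wells without ATP; some compounds past the cut are filed as inactive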
#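 test system = CHO parental line | reagent = ATP stimulus | measured by = intracellular calcium via Fluo-8 no-wash fluorescent dye | control set = ATP and no-ATP DMSO wells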
# CHO-K1 Ca antag: counter-screen for M1 antagonists: effect in parental CHO-K1 cells | ATP-induced calcium, Fluo-8 fluorescence | inhibition, % at 3 µM | 0.6% of 360,000 active;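 active = inhibition above a per-plate cutoff, the plate's mean sample inhibition plus 3 SD, cut at about 24% in these data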;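 note: 0% = DMSO plus EC80 ATP and 100% = DMSO alone without ATP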
# M1 ag parental: counter-screen for M1 agonists: effect in parental CHO-K1 cells. Fluo-8 calcium fluorescence; scaled to maximal ATP response, vehicle zero. activation, % at 3 µM. 0.48% of 360,000 active. AID 602248, 2012; in the data active = activation above about 15%;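 note: untransfected CHO-K1 host cells lacking M1 receptor as counterscreen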
# The depositor's hits bear a star; · = not tested or not shown. Hits appear at their usual frequency. Share with any hit: about 4.4%.
# Value order: TAAR1 agonist	CHRM1 antagonist	CHRM1 agonist	CHRM1 PAM	TAAR1 antag	M1 PAM parental	CHO parental Ca	CHO-K1 Ca antag	M1 ag parental
C#CCOCCOCCOCCNc1nc(N2CCN(C(=O)[C@H]([C@@H](C)CC)n3cc(CCC(=O)O)nn3)CC2)nc(N2CCN(C(=O)[C@H](Cc3ccc(O)cc3)n3cc(CCO)nn3)CC2)n1
 : 1	0	-2	3	-5	-12	·	-10	0.3
CCN(CC)CCNC(=O)CCc1nnc2ccc(N3CCC(C)CC3)nn12
 : 2	2	-11	-2	-6	13	1	-9	1.1
COc1ccc2oc(-c3ccccc3)c(C(=O)O)c2c1
 : 0	-10	-2	15	-20	0	-10	-13	0.4
CCn1ncc(Br)c1C(=O)Nc1ccc(-c2ccno2)cc1
 : 1	19	-3	-7	6	7	-6	-15	1.8
CCN(CCN1CCCC1)C(=O)C1CCC(=O)N(CCCN2CCOCC2)C1 (stereo not given)
 : 0	-5	-5	9	-2	6	-9	7	0.6
N#CCSc1nc(-c2ccccc2)nc2ccccc12
 : 15	-9	-5	7	2	-7	-13	0	0.1
CN(C(=O)c1cc(Cl)c2c(c1)OCCO2)c1c(N)n(Cc2ccccc2)c(=O)[nH]c1=O
 : 0	-18	0	12	-20	-15	·	7	0.9
O=C(N/N=C/c1ccncc1)c1ccccc1
 : 0	-13	-1	10	5	9	-11	2	0.0
Cc1cccc(Oc2ncc(-c3ccc(Cl)cc3)cn2)c1
 : 7	-15	-2	9	-10	13	0	3	-0.7
O=C1CCC(C2CCc3cc(O)ccc3C2)C1 (stereo not given)
 : 2	-19	0	8	-5	22	·	-10	2.8
CC(C)CC1CC(C)(c2csc(NNC(=O)c3ccccc3)n2)OC1=O (stereo not given)
 : 2	4	-2	-2	15	3	-16	-10	8.2
COc1ccc(CC(=O)Nc2cc(NC(=O)Cc3ccc(OC)c(OC)c3)cc(C(=O)O)c2)cc1OC
 : 6	-12	-2	11	-5	20	-11	-15	0.7
CCOC(=O)C1=C(C2=CCCCC2)c2ccc(OC)cc2N(S(=O)(=O)C(F)(F)F)C1C(=O)OCC (stereo not given)
 : ·	-18	-4	7	·	21	-41	-23	0.5
CC(C)c1ccc(N(CC(=O)NC2CCCC2)C(=O)CCC(=O)Nc2ccccn2)cc1
 : 2	-17	-4	8	6	11	-5	-19	1.0
CSc1ccc(/C=N\NC(=O)COc2ccc(Cl)cc2Br)cc1
 : 0	-22	-5	15	-5	11	-10	-4	0.7

# More compounds:
# Value order: TAAR1 agonist	CHRM1 antagonist	CHRM1 agonist	CHRM1 PAM	TAAR1 antag	M1 PAM parental	CHO parental Ca	CHO-K1 Ca antag	M1 ag parental
Cc1nc2ccc(NS(=O)(=O)c3cccc([N+](=O)[O-])c3)cc2s1
 : 4	21	2	-9	19	2	30*	0	8.4
O=C(NNC(=O)c1ccccc1Cl)c1ccc(-n2cncn2)c([N+](=O)[O-])c1
 : 0	-5	-3	2	-12	17	-3	-18	1.0
Cc1cc(C(=O)OCC(=O)Nc2c(F)cccc2F)c(C)n1-c1ccccc1
 : 4	1	-9	-5	35	6	8	4	7.8
COC(=O)C1=C(C)Nc2ccc(C)cc2S1
 : -1	0	-2	-2	-16	1	-8	4	-0.4
CN(CC(=O)Nc1ccc(F)c(F)c1F)C(=O)C1=NN(c2ccccc2)C(=O)CC1
 : 10	-1	-2	4	-1	-7	-16	-5	-0.1
O=C(c1ccccc1)C1CCc2occc2C1=O (stereo not given)
 : 3	-15	-7	1	-17	12	1	-4	0.1
C/C(=N\Nc1cccc2cccnc12)c1ccccn1
 : -2	16	-2	-6	-30	8	-6	-9	0.2
Nc1c(N(Cc2ccco2)C(=O)c2ccc(Br)cc2)c(=O)[nH]c(=O)n1Cc1ccccc1
 : 3	-2	-4	6	-8	-17	-24	-2	-0.1
CCOC(=O)/C(=C/C=C1\Sc2cc(OCC)c(OCC)cc2N1CC)C(C)=O
 : 158*	27	70*	-21	73*	-15	85*	30*	46*
Cc1cc(NC(=O)CSc2ccc3nnc(-c4ccccc4)n3n2)no1
 : 2	13	-4	-5	9	6	-22	-6	0.6
O=C(CSc1nnc(CN2CCCC2)n1-c1ccc(F)cc1)c1ccc2c(c1)OCO2
 : 2	-12	-6	7	-18	5	·	-11	1.5
CN=C1S/C(=C\c2ccc(O)c(Br)c2)C(=O)N1C
 : 3	-13	-1	9	7	7	-1	-7	2.3
Cc1cnc(C(=O)OCc2csc(CC(=O)Nc3ccccc3C)n2)cn1
 : 0	-15	0	12	-3	17	-13	-11	-0.5
Cc1ccc(NS(=O)(=O)c2cc(C(=O)O)ccc2Cl)cc1
 : 5	1	-3	0	6	14	-7	-10	0.7
Cc1ccc(SCC(=O)NCCN2C(=O)CSC2=O)cc1C
 : 1	-8	-6	8	8	13	1	2	0.4

# Not a retest: four of the compounds above.
# Value order: TAAR1 agonist	CHRM1 antagonist	CHRM1 agonist	CHRM1 PAM	TAAR1 antag	M1 PAM parental	CHO parental Ca	CHO-K1 Ca antag	M1 ag parental
Cc1cc(C(=O)OCC(=O)Nc2c(F)cccc2F)c(C)n1-c1ccccc1
 : 4	1	-9	-5	35	6	8	4	7.8
COC(=O)C1=C(C)Nc2ccc(C)cc2S1
 : -1	0	-2	-2	-16	1	-8	4	-0.4
CN(CC(=O)Nc1ccc(F)c(F)c1F)C(=O)C1=NN(c2ccccc2)C(=O)CC1
 : 10	-1	-2	4	-1	-7	-16	-5	-0.1
O=C(c1ccccc1)C1CCc2occc2C1=O (stereo not given)
 : 3	-15	-7	1	-17	12	1	-4	0.1

# The results go on:
# Value order: TAAR1 agonist	CHRM1 antagonist	CHRM1 agonist	CHRM1 PAM	TAAR1 antag	M1 PAM parental	CHO parental Ca	CHO-K1 Ca antag	M1 ag parental
O=C(Cn1cnc2c(NCc3ccccc3)ncnc21)NCc1ccccn1
 : 5	-11	-3	4	-8	5	4	2	-0.1
C#CCSc1nccc(-c2nn(-c3ccc(C)cc3)ccc2=O)n1
 : 2	-32	-7	4	0	20	-9	-10	-0.2
Cc1csc2ncnc(N3CCN(S(=O)(=O)c4cccc(C(F)(F)F)c4)CC3)c12
 : 3	47*	1	-16	35	-11	59*	26*	11
COc1ccc(NC(=O)COC(=O)C2COc3ccccc3O2)cc1 (stereo not given)
 : 4	-2	-3	-2	4	8	·	-5	0.7
CCCCN1C(Nc2ccccc2)=NC[C@@H]1Cc1ccccc1
 : 3	-8	-10	7	9	21	-10	-17	1.0
CC(C)n1c(O)c(N=NC(=O)CNC(=O)c2cccnc2)c2ccccc21
 : 2	-4	-4	10	-14	6	-1	6	1.3
COc1ccc(CCNC2CC(=O)N(N(C)C)C2=O)cc1OC (stereo not given)
 : 6	-14	-3	9	4	13	-5	-10	0.4
CCC(C)/C=C/C1=CC2=C(Cl)C(=O)C3(C)OC(=O)C(C(=O)C(C)C(C)O)C3C2=CO1 (stereo not given)
 : 1	-2	-3	-1	3	-6	-18	1	1.4
CCc1c(C)c(C#N)c2nc3ccccc3n2c1-n1nc(C)cc1C
 : -1	1	-7	-1	8	25	-20	-4	0.3
Cc1cc(C)c(C#N)c(N2CCN(C(=O)C3COc4ccccc4O3)CC2)n1 (stereo not given)
 : 4	-5	4	9	19	7	-18	-19	5.1
O=C(CN1C(=O)NC2(CCCCCC2)C1=O)Nc1ccc(Cl)c([N+](=O)[O-])c1
 : 5	-11	-1	9	2	-17	3	1	0.4
COc1ccc(C(C(=O)NC2CCCC2)N(C(=O)c2csnn2)C2CCCC2)cc1 (stereo not given)
 : -1	0	-3	8	-6	-10	0	1	7.8
CCOC(=O)C1=C(N)Oc2ccc3ccccc3c2C1c1ccc(O)c(OC)c1 (stereo not given)
 : 0	-6	-5	5	6	10	·	-10	2.4
CCCN1C(=O)CN(C2CCCCCC2)C(=O)C1c1ccc(C)cc1 (stereo not given)
 : 8	13	-12	-7	-12	-11	-9	-9	0.5
CC1CC(NC(=O)C2(C)CC2(Cl)Cl)CC(C)(C)C1 (stereo not given)
 : 15	0	-8	-1	-5	8	14	-13	-0.1

# Remaining list, next part
# Value order: TAAR1 agonist	CHRM1 antagonist	CHRM1 agonist	CHRM1 PAM	TAAR1 antag	M1 PAM parental	CHO parental Ca	CHO-K1 Ca antag	M1 ag parental
CC(=O)c1ccc(NC(=O)CN(C)CC(=O)Nc2cccc(F)c2)cc1
 : 2	4	-4	-3	32	2	2	-11	6.5
Cc1ccc(N2C(=O)C3C4C=CC(CC4)C3C2=O)cc1Br (stereo not given)
 : 0	2	-2	0	8	-3	-7	-4	-0.1
Cc1ccc(NC(=O)CSc2nnc(Cn3c(=O)sc4ccccc43)n2C)cc1
 : 1	-17	-6	11	-9	9	-23	-6	0.1
CC(=O)CCc1oc2ccccc2c1-c1ccccc1
 : 6	20	-6	-12	2	-14	-15	10	1.7
Cn1c(=O)cc(OCC(=O)NCCCN2CCN(Cc3ccccc3)CC2)c2ccccc21
 : -1	2	-13	-4	-5	21	-18	-12	1.1
C#CCOCCOCCOCCNc1nc(N2CCN(C(=O)[C@H]([C@@H](C)CC)n3cc(CCC(=O)O)nn3)CC2)nc(N2CCN(C(=O)[C@H](CCCCN)n3cc(CC(C)O)nn3)CC2)n1 (stereo not given in full)
 : 14	9	-5	-2	9	7	·	-5	0.5
Cc1cc(NC(C)c2ccccc2)n2ncc(-c3ccccc3)c2n1 (stereo not given)
 : 2	20	-3	-12	26	-16	-6	0	1.0
Cc1c(C(=O)NCc2cccnc2)sc2nc(-c3ccc(F)cc3)cn12
 : 7	-4	-1	-2	4	6	-2	5	4.7
COc1ccc(CN2C(=O)c3ccccc3C2=O)cc1C(=O)Nc1ccc(C)cc1C
 : 0	-5	-7	3	-7	15	-18	-11	-0.7
CC(C)(C)c1nc(C(C)(C)C)c(Br)c(=O)[nH]1
 : 9	-6	-9	-11	5	13	3	2	2.5
Cn1c(CNc2cccc(C(F)(F)F)c2)n[nH]c1=S
 : 7	2	-14	-7	-5	-4	-7	-6	0.5
O=C(O)CN1C(=O)/C(=C\c2cc(Br)ccc2OCc2ccc(Cl)cc2)SC1=S
 : 3	-15	-4	10	7	11	·	-20	-0.1
Cc1ccccc1OCC(=O)Nc1ccc(C)c(S(=O)(=O)N2CCCCCC2)c1
 : 0	-3	-5	1	49*	-2	8	10	0.1
O=C(CSc1ccccc1C(=O)O)NC1CCCCCC1
 : 7	-34	-1	3	11	5	-7	-14	0.3
N#Cc1c(C(F)(F)F)cc(-c2ccco2)nc1SCc1ccccn1
 : 0	24	9	-9	1	1	21	18	18*
CC1=CCC2C(=O)N(CCc3c[nH]c4ccccc34)C(=O)C2C1 (stereo not given)
 : 28	4	-11	0	-6	8	-10	-7	1.5
